# DNMT1 inh – human DNMT1 methyltransferase inhibitors, primary screen, biochemical, molecular beacon, fluorescence, HinP1I cleavage, uHTS. DNA (cytosine-5)-methyltransferase 1 (Homo sapiens), P26358. inhibition (reported as % activation of signal), % at 10 µM. 0.83% of 360,000 active. AID 588458, 2011; in the data active = inhibition above about 50%
# Scp1 inh – Scp-1 phosphatase inhibitors, primary screen, biochemical, colorimetric, uHTS; Recombinant Scp1, phosphopeptide, malachite green phosphate absorbance; AID 493091, 2011; inhibition, % at 20 µM; Carboxy-terminal domain RNA polymerase II polypeptide A small phosphatase 1 (Homo …; 0.88% of 340,000 active;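 active = inhibition above about 50% at 20 µM, limit read from the data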;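 also: plate controls were DMSO wells with enzyme for no effect and wells lacking enzyme for full effect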
#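 System: truncated SCP-1 phosphatase (76-261aa); medium: Tris acetate buffer pH 5.5 with MgCl2 and Tween-20; incubation: 45 min room-temperature reaction, 5 min colour, 30 min stabiliser; compound: single 20 µM dose, 1% DMSO; reagent: Phosphorylated 17-residue peptide substrate; read-out: % inhibition at 20 µM; technique: colorimetric free-phosphate detection, absorbance 630 nm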
# CSN inh – inhibitors of CSN-mediated cullin deneddylation, primary screen, biochemical, fluorescence polarization, uHTS. COP9 signalosome complex subunit 5 (Homo sapiens), Q92905. Purified CSN, SCF-Nedd8-OG deneddylation. inhibition, % at 12.5 µM. 0.38% of 360,000 active. AID 651999, 2013;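 active = pattern-corrected inhibition above about 35%, with an unprinted fluorescence ratio check between 0.5 and 1.5, limit read from the data, passing the limit was not always enough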;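 also: 0% = enzyme with substrate and 100% = substrate without enzyme; some results filed as inactive read as strong as hits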
# Target sequence (Q92905 whole entry, looked up, one chain of several): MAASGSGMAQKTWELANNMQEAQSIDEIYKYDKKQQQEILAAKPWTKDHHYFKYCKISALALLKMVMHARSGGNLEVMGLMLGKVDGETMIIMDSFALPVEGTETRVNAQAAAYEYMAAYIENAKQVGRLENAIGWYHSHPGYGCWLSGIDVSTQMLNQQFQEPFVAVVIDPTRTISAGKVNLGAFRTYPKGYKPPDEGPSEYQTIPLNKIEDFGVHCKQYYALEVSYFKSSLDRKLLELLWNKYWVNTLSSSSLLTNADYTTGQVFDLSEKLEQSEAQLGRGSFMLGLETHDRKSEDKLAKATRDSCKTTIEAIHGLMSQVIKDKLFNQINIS
#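 Detection – fluorescence polarization · System – HEK293T-derived human Csn5 enzyme · Controls – substrate-only high control, full reaction low control · Timing – 90 min, room temperature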
# STEP inh – STEP phosphatase inhibitors, primary screen, biochemical, fluorescence intensity, uHTS. 0.25% of 360,000 active. inhibition, % at 20 µM. AID 588621, 2011. recombinant STEP, OMFP fluorogenic substrate. Tyrosine-protein phosphatase non-receptor type 5 (Homo sapiens), P54829;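 active = inhibition at 20 µM, scaled per plate between control wells, above about 37%, limit read from the data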;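 also: 0% = DMSO with enzyme and substrate and 100% = substrate only without enzyme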
# Target sequence (P54829 whole entry, looked up): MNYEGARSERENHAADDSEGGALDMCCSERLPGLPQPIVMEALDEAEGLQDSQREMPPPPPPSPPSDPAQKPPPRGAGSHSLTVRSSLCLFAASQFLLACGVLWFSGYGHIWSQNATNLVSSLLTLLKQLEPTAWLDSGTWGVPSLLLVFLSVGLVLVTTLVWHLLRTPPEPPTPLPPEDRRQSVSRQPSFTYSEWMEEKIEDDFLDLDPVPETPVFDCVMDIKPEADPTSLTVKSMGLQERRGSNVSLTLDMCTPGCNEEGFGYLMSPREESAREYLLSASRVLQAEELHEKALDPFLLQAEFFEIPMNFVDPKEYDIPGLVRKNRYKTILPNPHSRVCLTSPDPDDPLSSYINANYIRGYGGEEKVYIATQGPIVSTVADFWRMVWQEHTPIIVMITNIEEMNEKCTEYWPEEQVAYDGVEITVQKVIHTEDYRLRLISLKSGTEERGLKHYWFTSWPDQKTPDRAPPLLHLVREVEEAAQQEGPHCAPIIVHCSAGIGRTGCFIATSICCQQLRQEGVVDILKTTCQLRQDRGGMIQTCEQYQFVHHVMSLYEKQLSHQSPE
#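 System: isolated STEP enzyme; schedule: 20 min enzyme reaction at room temperature, protected from light; medium: Bis-Tris buffer pH 6.0, 2.5 mM DTT, 0.005% Tween 20; signal: fluorescence, 480/540 nm; dosing: single compound dose of 20 µM, 1% DMSO final; also added: OMFP substrate, 25 µM final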
# NadD inh – inhibitors of S. aureus NadD, primary screen, biochemical, colorimetric, uHTS | purified NadD enzyme, colorimetric absorbance read-out | Nicotinate-nucleotide adenylyltransferase NadD (Staphylococcus aureus N315) | inhibition, % at 20 µM | 0.78% of 360,000 active; in the data active = inhibition above about 26%; also: some compounds past the cut are filed as inactive
# LMPTP inh – LMPTP phosphatase inhibitors, primary screen, biochemical, fluorescence intensity, uHTS | Low molecular weight phosphotyrosine protein phosphatase (Homo sapiens), P24666 | recombinant LMPTP-A, OMFP fluorogenic substrate | inhibition, % at 20 µM | 0.22% of 360,000 active | AID 651560, 2012;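 active = compounds that cut the enzyme signal by at least half of the control window in the single-dose screen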;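 also: plate controls were DMSO wells with enzyme plus substrate for no effect and substrate without enzyme for full effect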
# Target sequence (P24666 whole entry, looked up): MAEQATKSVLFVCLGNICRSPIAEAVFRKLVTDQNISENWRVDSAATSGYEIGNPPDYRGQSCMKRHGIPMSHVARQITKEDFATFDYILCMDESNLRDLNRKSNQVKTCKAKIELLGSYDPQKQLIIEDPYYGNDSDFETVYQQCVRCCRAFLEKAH
#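 Assay system: LMPTP-A enzyme. Input: 0.625 nM LMPTP-A final. Probe or stimulus: 400 µM OMFP. Compound dosing: single 20 µM dose. Schedule: 50 min dark incubation at room temperature. Detection: fluorescence intensity of OMFP turnover product. Read-out: percent inhibition versus substrate-only and uninhibited controls. Benchmarks: no-enzyme low control, uninhibited high control.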
# Rin1 Abl inh – inhibitors of Rin1-Abl protein binding, primary screen, biochemical, TR-FRET. Tyrosine-protein kinase ABL1 (Homo sapiens) + Ras and Rab interactor 1 (Homo sapiens), …. inhibition, % at 7.35 µM. 0.4% of 360,000 active; in the data active = inhibition above about 5%, passing the limit was not always enough
# Neddyl block – inhibitors of cullin neddylation, primary screen, biochemical, TR-FRET, uHTS, NAE and Ubc12; NEDD8-conjugating enzyme Ubc12 (Homo sapiens) + NEDD8-activating enzyme E1 regulatory …; calls only at 25 µM; 0.58% of 360,000 active; in the data active = inhibition above about 36%
# Rpn11 inh – Rpn11 (PSMD14) deubiquitinase inhibitors, primary screen, biochemical, fluorescence polarization, uHTS; 0.59% of 360,000 active; human 26S proteasome, Ub4-pepOG fluorescence polarization; 20S core pre-blocked with epoxomicin; AID 588493, 2011; calls only at 20 µM;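 active = inhibition at 20 µM, scaled to each plate's controls, above about 33%, limit read from the data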
# SUMO1-SIM PPI – modulators of SUMO1 protein-protein interactions, primary screen, biochemical, uHTS; Small ubiquitin-related modifier 1 (Homo sapiens), P63165; SUMO1 binding to a labelled peptide, TR-FRET, 1 h; inhibition, % at 20 µM; 0.33% of 360,000 active; AID 602429, 2012; in the data active = inhibition above about 37%
# * = called active by the depositor; i = inactive; x = no result given; + = active, no number.
canonical_smiles	DNMT1 inh	Scp1 inh	CSN inh	STEP inh	NadD inh	LMPTP inh	Rin1 Abl inh	Neddyl block	Rpn11 inh	SUMO1-SIM PPI
O=C1C(=O)N(Cc2cccnc2)C(c2ccccn2)/C1=C(/O)c1ccc(Br)cc1 (stereo not drawn)	-1.8	-3.6	2.9	5.2	5.8	-1.2	-0.5	i	i	-0.1
NS(=O)(=O)c1ccc(NC(=O)c2ccc(-c3ccccc3)cc2)cc1	73.3*	60.0*	33.7	23.6	28.7	41.8	0.6	i	+	-2.8
O=S(=O)(c1ccccc1)N1CCN(S(=O)(=O)c2ccc(F)cc2)CC1	3.3	-0.6	-0.4	-0.7	-4.5	-3.8	0.1	i	i	2.6
CCC(=O)Nc1cccc(C2=NOC3(C2)C[C@H](C(N)=O)N(C(=O)CC#N)C3)c1 (stereo partly drawn)	-3.8	-0.2	2.4	-1.4	2.1	-0.5	0.0	i	i	1.4
O=S(=O)(c1ccccc1)N1CCN=C1SCc1cccnc1	-0.4	2.4	1.2	-0.8	2.2	-1.5	0.7	i	i	0.7
Cc1ccc(S(=O)(=O)N2CCCCC2)cc1NC(=O)c1ccccc1Cl	-0.8	-0.1	-1.5	-1.4	-9.0	0.0	-1.4	i	i	0.9
Cc1ccc(NC(=O)c2n[nH]c(=O)c3ccccc23)cc1S(=O)(=O)N1CCOCC1	-2.9	-2.7	-1.0	2.2	-0.7	-2.5	2.1	i	i	4.3
COc1ccc(NC(=O)CN(C)C(=O)c2cnc(Cl)c(Cl)c2)cc1	0.7	-6.4	1.5	-0.3	1.7	-1.0	-0.8	i	i	-0.7
Cc1ccc2oc(=O)c(/C=C(\O)c3sc(C)nc3C)nc2c1	5.3	-10.5	9.0	-4.2	-8.1	0.1	-0.5	i	i	-10.0
CN1C(=O)N(C)c2ccc(C=O)c3cccc1c23	7.2	-1.9	-19.2	1.7	0.7	-0.1	1.9	x	i	8.7
O=C(COc1ccccc1)NS(=O)(=O)c1ccc(Cl)cc1	1.2	4.0	-1.4	-0.5	-30.1	-1.3	-2.5	i	i	5.4
CCCCOc1cccc(C(=O)NC(=S)Nc2cccc(C(F)(F)F)c2)c1	7.7	-10.1	-3.3	2.2	6.8	2.5	0.8	i	i	-1.0
O=C(O)c1ccc(NC2=C/C(=N/S(=O)(=O)c3ccccc3)c3ccccc3C2=O)cc1	70.0*	-8.7	30.0	3.4	4.7	6.8	2.1	i	i	62.2*
Cc1ccccc1C(=O)N1CCC(C(=O)Nc2sccc2C(N)=O)CC1	-2.8	-2.5	2.7	-2.3	5.5	0.7	1.4	i	i	1.8
Cc1ccc(S(=O)(=O)NC(=O)C2(C)CCN2C(=O)c2cccc(F)c2)cc1 (stereo not drawn)	-0.6	x	-1.1	-1.1	-3.1	-2.2	0.6	i	i	3.0
COc1cc(OC)c(C(=O)NCC(c2cccs2)N(C)C)cc1OC (stereo not drawn)	0.6	x	1.9	0.0	-1.2	-0.4	-4.0	i	i	-3.6
Cc1c(Cl)cccc1NC(=S)NCc1ccc2c(c1)OCO2	-2.1	-9.6	-3.3	1.6	-2.0	0.1	-2.1	i	i	-3.8
COC(=O)c1c(NC(=O)c2ccccc2F)sc2c1C(C(=O)OC)CC2 (stereo not drawn)	-1.6	-9.4	-3.8	-0.2	-2.2	2.1	1.9	i	i	-6.1
Cc1ccc(C(=O)N/N=C\c2ccc(-c3ccc([N+](=O)[O-])cc3)o2)cn1	-0.5	0.9	29.5	59.5*	2.5	32.9	-3.8	i	i	23.6
CCc1ccc2[nH]c(=O)c(CN(Cc3ccc(F)cc3)C(c3nnnn3CCN3CCOCC3)C(C)C)cc2c1 (stereo not drawn)	-8.2	-8.0	-2.1	-1.2	-0.5	-0.1	3.1	i	i	1.1
CCOC(=O)c1c(NC(NC(C)=O)C(Cl)(Cl)Cl)sc2c1CCCC2 (stereo not drawn)	-7.3	-14.6	-0.2	-0.6	-6.0	2.4	-1.9	i	i	0.7
CC(C)CNC(=O)CSc1n[nH]c(=O)n1CCc1ccccc1	0.4	-16.3	1.7	-0.2	-2.4	-3.0	2.2	i	i	0.4
Cc1cccc(NC(=O)CSc2n[nH]c(-c3ccncc3)n2)c1	1.9	0.2	1.2	0.2	0.8	-0.2	0.0	i	i	3.9
CCOC(=O)c1ccc(NC(=O)C(=O)NCc2ccccn2)cc1	-1.6	-0.3	2.5	1.8	5.2	-2.2	1.6	i	i	3.4
COc1cc(NS(=O)(=O)c2ccc(C)cc2)ccc1-n1cnnn1	3.4	-7.7	2.9	-2.0	1.8	-0.4	-3.1	i	i	6.4
COc1ccc(Cc2nnc(SCC(=O)Nc3ccc(C)cc3)n(N)c2=O)cc1	0.6	1.0	2.0	-0.4	-0.3	-0.5	-1.3	i	i	9.6
Cc1c(NC(=O)C(C)OC(=O)c2ccccc2O)c(=O)n(-c2ccccc2)n1C (stereo not drawn)	0.5	-4.6	0.9	1.0	-7.7	-0.9	-1.1	i	i	-1.7
Cc1nn(Cc2nc(-c3cccs3)no2)c(C)c1Br	-0.7	-8.0	-1.6	-1.1	-4.7	1.4	0.5	i	i	5.1
CC(=O)Nc1n[nH]c(=S)s1	6.0	18.4	-1.8	-3.6	2.9	0.7	-0.1	i	i	-2.6
C=CCOc1ccc2ccccc2c1CNc1ncn[nH]1	-3.3	-6.1	-3.3	0.5	5.4	-0.7	-5.8	i	i	-11.8

# Sorted by count of non-hydrogen atoms (smallest number first): four of the compounds above.
canonical_smiles	DNMT1 inh	Scp1 inh	CSN inh	STEP inh	NadD inh	LMPTP inh	Rin1 Abl inh	Neddyl block	Rpn11 inh	SUMO1-SIM PPI
CC(=O)Nc1n[nH]c(=S)s1	6.0	18.4	-1.8	-3.6	2.9	0.7	-0.1	i	i	-2.6
Cc1nn(Cc2nc(-c3cccs3)no2)c(C)c1Br	-0.7	-8.0	-1.6	-1.1	-4.7	1.4	0.5	i	i	5.1
C=CCOc1ccc2ccccc2c1CNc1ncn[nH]1	-3.3	-6.1	-3.3	0.5	5.4	-0.7	-5.8	i	i	-11.8
Cc1ccc(S(=O)(=O)N2CCCCC2)cc1NC(=O)c1ccccc1Cl	-0.8	-0.1	-1.5	-1.4	-9.0	0.0	-1.4	i	i	0.9

# Other compounds follow:
canonical_smiles	DNMT1 inh	Scp1 inh	CSN inh	STEP inh	NadD inh	LMPTP inh	Rin1 Abl inh	Neddyl block	Rpn11 inh	SUMO1-SIM PPI
O=C(CNC(=O)c1ccc(Oc2ccccc2)cc1)OC1CCCCC1=O (stereo not drawn)	0.2	-4.8	-2.1	-0.6	-1.3	-0.5	0.5	i	i	5.5
CN(C)CCCOC(=O)CCc1ccccc1	0.1	-1.2	-4.7	-4.8	1.2	-1.2	0.8	i	i	-1.5
CC(C)C(C(=O)OCC(=O)c1ccc2c(c1)NC(=O)CO2)N1C(=O)c2ccccc2C1=O (stereo not drawn)	-0.5	-7.2	-1.0	-0.4	4.2	2.0	0.1	i	i	-3.6
CCN(CC)C(=O)c1cc(S(=O)(=O)N2CCCCC2)c[nH]1	2.7	-6.6	-0.6	1.0	1.3	-0.3	1.2	i	i	-0.5
COc1ccc(/C=N/NC2=NCCCCC2)c(OC)c1	-1.7	-8.9	-0.5	2.4	-2.8	-3.1	0.5	x	i	-0.3
COc1ccccc1/C(C)=N/NC(=S)NCc1ccccc1	-0.9	-7.4	-4.2	6.5	-2.1	0.5	-3.9	i	i	4.8
CC(c1ccco1)N(C(=O)c1ccc(F)cc1)c1ccccn1 (stereo not drawn)	-0.3	-0.7	-10.4	-1.2	-0.5	-1.7	-3.1	i	i	-1.4
CN(Cc1ccccc1)C(=O)C1CCN(S(=O)(=O)c2ccc(-n3cnnn3)cc2)CC1	1.5	-5.9	-0.5	1.5	-4.7	0.1	1.6	i	i	3.8
CN1CCN(C(=O)c2ccc(F)c(F)c2)CC1	-0.5	0.8	-0.2	0.2	4.1	-1.6	-3.4	i	i	-2.6
CC(=O)Nc1cccc(NC(=O)c2cc(-c3cccnc3)nc3ccc(Br)cc23)c1	-10.7	29.1	-6.0	20.8	-7.9	1.3	-6.4	i	i	-10.0
O=C(O)/C=C/C(=O)NNc1ncnc2ccccc12	-0.3	0.2	-1.0	0.8	-5.4	1.8	-3.1	i	i	0.3
CCCCNC(=O)c1cn(C)c2ccc(S(=O)(=O)N3CCCC3)cc2c1=O	-1.6	-2.0	-0.8	-0.7	1.9	-0.4	1.1	i	i	-1.8
CCCCN(C)C(=O)c1nc2ccccn2c1CN(C)Cc1csc(C)n1	-0.6	-6.5	6.9	0.2	-0.9	-1.8	-3.1	i	i	-2.6
Cc1cc(C(F)(F)F)c(C#N)c(Sc2ccccc2)n1	-1.9	-8.2	-0.7	1.7	-6.5	0.7	0.2	i	i	0.6
CCCN(CC(=O)Nc1ccccc1C)C(=O)C1CC(=O)N(c2ccc(C)cc2)C1 (stereo not drawn)	2.6	-2.8	1.6	-1.1	-1.9	-1.2	-1.6	i	i	2.9
COc1ccc(OCCn2cnc(Cl)c2Cl)cc1	9.4	1.9	-0.5	0.1	-1.9	2.7	0.8	i	i	-11.0
COc1cc(C(c2sc3nc(C)nn3c2O)N2CCOCC2)cc(OC)c1OC (stereo not drawn)	1.5	-4.8	-1.9	1.0	-2.9	0.6	0.1	i	i	4.0
O=C(N/N=C\c1cn[nH]c1-c1ccccc1)c1ccc([N+](=O)[O-])cc1	1.9	-8.7	-0.2	-2.6	-4.5	-1.4	0.3	i	i	-18.3
O=C(NS(=O)(=O)Oc1ccccc1F)OC[C@@H]1CCCN2CCCCC12 (stereo partly drawn)	2.5	9.2	3.3	1.0	-3.0	-0.5	2.5	i	i	0.3

# Bioassay records from PubChem.
